Screening data: PubChem, ICCB-Longwood Screening Facility, Harvard Medical School
PV pol inh: poliovirus RdRp elongation inhibitors, primary screen, biochemical, fluorescence polarization, total intensity. % elongation, % (compound at 16.7 µg/mL). poliovirus polymerase elongation; stronger effect = lower value. actives 0.66% (n = 150,000). AID 588519, 2011. Genome polyprotein (Poliovirus type 1 (strain Mahoney)), P03300; in the data active means % elongation below about 90%; further: some results filed as inactive read as strong as hits
Target sequence (P03300 1749-2209 limits assumed): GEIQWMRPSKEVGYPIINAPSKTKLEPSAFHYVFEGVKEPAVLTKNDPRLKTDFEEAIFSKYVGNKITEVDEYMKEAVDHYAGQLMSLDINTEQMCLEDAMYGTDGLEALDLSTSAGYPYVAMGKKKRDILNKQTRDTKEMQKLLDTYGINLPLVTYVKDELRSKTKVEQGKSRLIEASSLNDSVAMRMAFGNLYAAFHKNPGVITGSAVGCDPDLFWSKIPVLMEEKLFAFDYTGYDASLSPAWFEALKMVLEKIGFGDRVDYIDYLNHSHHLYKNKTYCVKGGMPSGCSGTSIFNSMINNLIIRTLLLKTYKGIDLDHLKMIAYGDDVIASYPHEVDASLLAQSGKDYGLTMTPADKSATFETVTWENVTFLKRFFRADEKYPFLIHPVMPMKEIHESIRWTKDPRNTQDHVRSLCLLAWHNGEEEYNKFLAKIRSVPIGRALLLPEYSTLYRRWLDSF
PV pol inh FP z-score: recorded beside PV pol inh, whose call it bears; z-score; measured here: FP z-score; hits read low
The depositor's hits bear a star. A portion of the library (hit frequency here may not be typical).

Every second line gives: PV pol inh | PV pol inh FP z-score
COc1ccc2[nH]c3c(=O)n(CCc4ccc(Cl)cc4)cnc3c2c1
  105 | 0.9
O=C(CCc1nnc2ccc(N3CCCCC3)nn12)NCCc1c[nH]c2ccccc12
  100 | -0.5
Nc1c(S(=O)(=O)Cc2ccccc2)sc2nc3c(cc12)CCCC3
  102 | 0
COc1ccc(-c2noc(COC(=O)c3cccc(OC(F)F)c3)n2)c(OC)c1
  103 | -0.2
CC(=O)N1c2nc(-c3ccco3)nn2C2(CCCCC2)[C@@H]2CCCC[C@@H]21
  106 | 0.3
O=C(NCc1c(-n2cccc2)sc2c1CCCC2)NC12CC3CC(CC(C3)C1)C2
  101 | -0.2
Cc1ccc(NC(=O)/C(C#N)=N/Nc2ccc(S(=O)(=O)Nc3ncccn3)cc2)cc1C
  109 | 0.8
O=C(C/C(=C1/CCc2ccccc2C1=O)c1ccccc1)c1ccccc1
  102 | -0.2
Cc1cccc(Oc2ccc(NC(=O)CCC(=O)OCC(=O)c3ccc(Br)cc3)cc2)c1C
  105 | 0
CC1=CC(=C(C#N)C#N)C=C(C)N1c1cccc(F)c1
  104 | 0.2
CC1CCCC(C)N1CC(O)COc1ccc(Cl)cc1 (centres undefined)
  104 | 0.4
CC(=O)Nc1ccc(CN2CCCCC2)cc1
  100 | -0.3
COC(=O)CSC(=S)N1CCCC(C)C1 (centres undefined)
  102 | -0.1
CCCn1c(N)c(C(=O)CSc2nc3cc(Cl)ccc3c(=O)n2C2CCCC2)c(=O)[nH]c1=O
  103 | 0.1
CC1CCCN(C(=O)COC(=O)c2ccc(Cl)nc2)C1 (centres undefined)
  100 | -0.7
COc1ccc(-c2ccnc3c(-c4ccc(F)cc4)c(C)nn23)cc1OC
  108 | 1.1
CC(C)OC(=O)c1ccc(NC(=O)c2ccc(Cn3cc(Cl)cn3)cc2)cc1
  100 | -0.6
CCn1c(N)c(C(=O)NCC2CCCO2)sc1=S (centres undefined)
  96 | -2.1
Cc1nn(-c2ccccc2)c(N2CCCCC2)c1/C=N/NC(=O)c1ccncc1
  101 | 0
COc1ccc(N2CCN(C(=O)c3nc(-c4ccc(Cl)cc4)n4c3CCCCC4)CC2)cc1
  113 | 1.5

(next part)
Every second line gives: PV pol inh | PV pol inh FP z-score
Cc1ccc2oc(-c3ccc(C)c(NC(=O)c4ccc(C(C)(C)C)cc4)c3)nc2c1
  109 | 1.1
COc1ccc(NC(=O)CN(c2cc(C)cc(C)c2)S(=O)(=O)c2c(C)noc2C)cc1Cl
  105 | 0.2
CN(C)C(=O)CSc1nc2scc(-c3ccccc3)c2c(=O)[nH]1
  137 | 4.7
CCc1cc(C(=O)c2ccc(OC)cc2)c(NC(=O)CN2CCN(C)CC2)s1
  103 | 0.3
CCOC(=O)C(C)Sc1nc(N)nc(SC)c1C#N (centres undefined)
  106 | 0.4
Cc1cc(C)c2c(-n3cccc3)nn(CCCC(=O)NC3CCCCCC3)c2n1
  97 | -2.4
COc1ccc(N2CC(NC(=O)c3ccc4c(c3)OCO4)CC2=O)cc1 (centres undefined)
  109 | 0.6
CN1/C(=C\C(=O)NC2CCCCC2)C(C)(C)c2ccccc21
  103 | 0.7
N/C(=N\OCC(=O)N1CCOCC1)c1nonc1N
  101 | 0.2
Cc1ccc(OCC(=O)NC2CCS(=O)(=O)C2)cc1 (centres undefined)
  102 | 0.2
O=C1C2C3C=CC(C3)C2C(=O)N1CNc1ccc(O)cc1 (centres undefined)
  95 | -1.2
COc1ccc(C(=O)CSc2nnc(CCC(=O)O)c(=O)[nH]2)cc1OC
  99 | -0.3
CCn1cc(C(=O)O)c(=O)c2cc(F)c(N3CCN(C(=O)c4ccc(F)cc4)CC3)cc21
  102 | 0.1
COc1ccc(-c2nc3n(n2)C(c2ccccc2F)C(C(=O)Nc2cccnc2)=C(C)N3)cc1OC (centres undefined)
  106 | 0.4
Cc1c(Cl)cccc1NC(=O)Cn1c(=O)cc(C)c2c(C)nn(-c3cccc(F)c3)c21
  108 | 0.7
CCCCN(CC)CCNC(=O)C1CCN(S(=O)(=O)c2cccc3nsnc23)CC1
  106 | -0.8
CCCCNC(=O)c1cccc(-n2cnc3cccnc32)c1C
  110 | 0.6
Cc1cc(C)cc(NC(=O)C(=O)NCC(c2ccc3c(c2)OCO3)N2CCN(C)CC2)c1 (centres undefined)
  113 | 1.4
CCN(CC)C(=O)CCc1nc2sc3c(c2c(=O)[nH]1)CCCC3
  101 | -0.2
CC1(c2ccc(F)cc2)CC(=O)c2cc(O)ccc2O1 (centres undefined)
  103 | 0.3

More compounds follow.
Every second line gives: PV pol inh | PV pol inh FP z-score
COc1ccc(C2=N/C(=C\c3ccc(C)o3)C(=O)O2)c(Cl)c1
  100 | -0.5
CC(C)C(C(=O)O)n1c(=S)[nH]c2ccccc2c1=O (centres undefined)
  97 | -0.9
O=C(NCCCN1CCOCC1)c1ccc(CN2C(=O)CCn3nccc32)cc1
  102 | 0.1
Cc1cnn(C(=O)c2ccc(Br)o2)c1
  100 | -0.2
CC(C)NC(=O)c1cnn2c(C(F)F)cc(-c3ccccc3)nc12
  100 | -0.2
N/C(=N\NC(=O)c1ccccc1)c1cc2ccccc2oc1=O
  102 | 0
CCC1(CC)N=C(c2ccccc2)C(=S)N1
  102 | 0.3
O=C(Cn1cnc2c(nc3n2CCCCC3)c1=O)N1CCCc2ccccc21
  103 | 0.6
CC(=O)c1cccc(NC(=O)CCc2c(C)nc3nc(CN)nn3c2C)c1
  105 | -0.2
N#Cc1c2c(c(N3CCCCC3)n3c1nc1ccccc13)CCC2
  110 | 0.8
Cc1noc(C)c1CSc1ncccc1C(=O)Nc1ccnn1C(C)C1CC1 (centres undefined)
  106 | 0.3
O=C(NCc1ccco1)NC(=O)c1ccccc1
  100 | -0.4
Oc1ccc(Br)cc1C=Nc1cc2c(cc1Br)OCCO2
  106 | 0.8
CCc1ccc(S(=O)(=O)NCCc2csc3nc(-c4ccccc4)nn23)s1
  106 | -0.3
COc1ccc(/C=C/C(O)=C(\C#N)c2nnc(N3CCOCC3)n2-c2ccccc2)cc1OC
  100 | -0.3
COc1ccc(CNC(=O)c2cnn(-c3ccccc3)c2-n2cccc2)cc1OC
  113 | 2.2
Cc1cccc(CN2CCN(CC(=O)NC3CCCCCC3)C2=O)c1
  98 | -0.7
COc1ccccc1C(=O)Nc1ccc(C)cc1C
  101 | -0.1
COc1cccc(CNCCCN2CCOCC2)c1OCc1ccc(F)cc1
  100 | -0.7
Cc1cc(S(=O)(=O)Nc2cc3c(cc2Cl)n(C)c(=O)c(=O)n3C)ccc1F
  105 | 0

Next part:
Every second line gives: PV pol inh | PV pol inh FP z-score
CCS(=O)(=O)c1ncc(Cl)c(C(=O)Nc2c(C(=O)c3ccc(C)cc3)oc3ccccc23)n1
  114 | -0.1
CC(=O)CC(c1ccccc1)c1c(O)c2ccccc2oc1=O (centres undefined)
  103 | 0.7
CCC(C(=O)Nc1ccc(C(=O)OC)cc1)n1nc(-c2ccc(C)cc2)c2c(c1=O)CCCC2 (centres undefined)
  115 | 2.3
N#CC1=C(c2ccccc2)C(c2ccccc2)OC1=O (centres undefined)
  100 | 0
CC(C)c1ccc(OCC(=O)NCC(c2ccc(Cl)cc2)N2CCOCC2)cc1 (centres undefined)
  102 | -0.1
Clc1ccc(CSc2nnc(COc3ccccc3)o2)cc1
  100 | -0.6
Cc1ccc2nc(NC(=O)C3CC(O)CN3C(=O)Oc3ccccc3)sc2c1 (centres undefined)
  105 | 0.3
CCN1C(=O)c2cccc3c(S(=O)(=O)Nc4ccccc4)ccc1c23
  103 | 0.5
Cc1nn(C)c(C)c1Nc1cnn(-c2ccccc2)c(=O)c1Cl
  101 | -0.3
COC(=O)c1ccc(CSc2ccccc2C)o1
  102 | 0.1
CCOc1ccc(C(=O)Nc2ccc(-c3nc4cc(CC)ccc4o3)cc2)cc1
  104 | 0.1
Cc1[nH]c2ccccc2c1/C=N/NC(=O)CN1CCSCC1
  101 | 0.1
O=C(Nc1ccc(F)cc1)c1c(Cl)nc2ccccn12
  103 | 0.5
Cc1ccc(NC(=O)Cn2c(=O)n(CC(=O)NCCc3ccccc3)c(=O)c3ccccc32)cc1C
  105 | -1
CC1CC(C)CN(C(=O)CSc2nnc(-c3ccc4c(c3)OCO4)n2-c2ccccc2)C1 (centres undefined)
  105 | 0.3
CC1C2CC(C/C2=N/O)C1(C)C (centres undefined)
  100 | 0.1
Cc1nc2ccccn2c1C(=O)NC1CCCC1
  102 | 0
CC(C)(C)c1ccc(NC(=O)c2cnccn2)cc1
  106 | 0.1
O=C(Cn1c(=O)n(-c2ccccc2)c(=O)c2cc(-c3ccccc3)sc21)c1cccs1
  107 | 0.5
Cc1ccc(Cl)cc1NC(=O)CN1C(=O)CSc2ccc(S(=O)(=O)N3CCCC3)cc21
  112 | -0.3

Some of the entries so far, as tab-separated lines.
SMILES	PV pol inh	PV pol inh FP z-score
CCc1cc(C(=O)c2ccc(OC)cc2)c(NC(=O)CN2CCN(C)CC2)s1	103	0.3
CCOC(=O)C(C)Sc1nc(N)nc(SC)c1C#N (centres undefined)	106	0.4

In the list so far, these contain an aryl thioether with sulfur outside any ring.
Every second line gives: PV pol inh | PV pol inh FP z-score
CCCn1c(N)c(C(=O)CSc2nc3cc(Cl)ccc3c(=O)n2C2CCCC2)c(=O)[nH]c1=O
  103 | 0.1
CN(C)C(=O)CSc1nc2scc(-c3ccccc3)c2c(=O)[nH]1
  137 | 4.7
CCOC(=O)C(C)Sc1nc(N)nc(SC)c1C#N (centres undefined)
  106 | 0.4
COc1ccc(C(=O)CSc2nnc(CCC(=O)O)c(=O)[nH]2)cc1OC
  99 | -0.3
Cc1noc(C)c1CSc1ncccc1C(=O)Nc1ccnn1C(C)C1CC1 (centres undefined)
  106 | 0.3
Clc1ccc(CSc2nnc(COc3ccccc3)o2)cc1
  100 | -0.6
COC(=O)c1ccc(CSc2ccccc2C)o1
  102 | 0.1
CC1CC(C)CN(C(=O)CSc2nnc(-c3ccc4c(c3)OCO4)n2-c2ccccc2)C1 (centres undefined)
  105 | 0.3

Further structures:
Every second line gives: PV pol inh | PV pol inh FP z-score
CCOC(=O)c1c(/N=c2\oc3ccc4ccccc4c3cc2C(N)=O)sc2c1CCCC2
  102 | 0.2
Cc1cc(C)c2c(=O)cc(C(=O)Nc3ccc(S(=O)(=O)Nc4nc(C)cc(C)n4)cc3)oc2c1
  108 | 0
CCCN1CCN(C(=O)C2COc3ccccc3O2)CC1 (centres undefined)
  102 | 0
CCN(C(=O)CSc1nc2ccccc2n1CCC#N)C1=CCCC1
  100 | 0
Cc1nc2c3ccccc3nc(SCc3cc(F)cc4c3OCOC4)n2n1
  99 | -0.8
COc1ccccc1OCc1nnc(SCC(=O)N2CCc3ccccc3C2)n1C
  101 | -0.6
O=C(CSC1=NCCc2ccccc21)c1ccccc1Cl
  68* | -7.1*
CN1CCN(C)C1=O
  105 | 0.5
O=CN1CCN(C(=O)C(Cc2c[nH]c3ccccc23)NC(=O)c2cccs2)CC1 (centres undefined)
  104 | 0.1
C=CCn1c(SCC(=O)Nc2nc(C)c(C)s2)nnc1-c1cc2cccc(OC)c2o1
  103 | 0.6
O=C(NCc1ccc(Cl)cc1)c1ccc2c(c1)nnn2C1CCCC1
  103 | -0.7
O=C(NC1CCCCC1)C1CC(c2ccccc2O)=NO1 (centres undefined)
  103 | 0.6
COc1ccc(C(=O)NCCc2nc(-c3ccccc3Cl)no2)cc1OC
  102 | 0.1
O=C(COC(=O)C1CC(=O)N(Cc2ccccc2)C1)Nc1ccc(Cl)cc1F (centres undefined)
  104 | 0.1
CNC(=S)N1CCN(C(c2ccccc2)c2ccccc2)CC1
  102 | 0.4
Cc1cc(-c2csc(NC3=NCCCCC3)n2)c(C)n1Cc1ccccc1
  100 | -0.2
COc1cc(C(=O)NCC(c2cccnc2)N2CCOCC2)cc(OC)c1OC (centres undefined)
  101 | -0.3
O=C1CCCN1c1ccc(S(=O)O)cc1
  102 | 1
O=C1C2C3C=CC(C3)C2C(=O)N1/N=C/c1ccccc1O (centres undefined)
  100 | -0.5
COc1ccc(CCNC(=O)c2cn(C)c3ccc(S(=O)(=O)N(C)C4CCCCC4)cc3c2=O)cc1OC
  104 | -0.1

(cont.)
Every second line gives: PV pol inh | PV pol inh FP z-score
CN(C)CCNC(=O)Cn1c(=O)c2cccn2c2ccc(F)cc21
  111 | 0.8
O=C(CN1CCN(c2cccc(Cl)c2)CC1)NC1CCCc2ccccc21 (centres undefined)
  102 | -0.1
O=C1/C(=C\c2cccs2)SC(=S)N1c1ccccc1
  102 | 0.1
COc1cc(CN(C(=O)c2cc3ccccc3oc2=O)C2CCS(=O)(=O)C2)cc(OC)c1OC (centres undefined)
  105 | -0.3
CCn1cc2nc(SCc3cccc(C(F)(F)F)c3)n(Cc3ccc(OC)cc3)c(=O)c2n1
  100 | -1.4
CCOC(=O)c1ccc(NC(=O)c2cc3c([nH]c2=O)CC(c2ccccc2)CC3=O)cc1 (centres undefined)
  106 | 0.1
CC(C)CCNC(=O)C1CCCN(S(=O)(=O)N2CCOCC2)C1 (centres undefined)
  100 | -0.6
COc1ccccc1-c1nnc2n(CCc3ccccc3)c(=O)c3ccccc3n12
  103 | -0.4
Cc1nc2cc(-c3ccc(Cl)cc3)nn2c(C)c1CCC(=O)N1CCN(c2ccccc2)CC1
  104 | -0.9
O=C(Nc1ccc(N2C(=O)C3C4C=CC(C4)C3C2=O)cc1)Nc1ccccc1O (centres undefined)
  101 | -0.1
O=C(COC(=O)c1cc2ccccc2oc1=O)Nc1ncccn1
  88* | -1.8*
COc1ccc(S(=O)(=O)NC2CCCc3ccccc32)cc1OC (centres undefined)
  104 | 0.7
NC(CCc1nc2ccccc2[nH]1)c1nc2ccccc2[nH]1 (centres undefined)
  100 | -0.7
CCOc1ccc(C(=O)Nc2ccc3nc(SCC(=O)N4CCOCC4)sc3c2)cc1
  104 | -0.6
N#CCCn1c(SCc2cc3c(cc2Br)OCO3)nc2ccccc21
  100 | -0.2
Cc1ccccc1Nc1cc(C(=O)NCCc2ccc(Cl)cc2)c2ccccc2n1
  109 | 0.1
CC1CN(C(=O)COC(=O)c2cccs2)CC(C)O1 (centres undefined)
  104 | 0.3
Nc1nc2c(ncn2COC(CO)CO)c(=O)[nH]1
  99 | -0.1
NC(=O)c1ccc(-c2ccccc2)o1
  94 | -0.6
